# Compound activity: PubChem BioAssay, several laboratories
# Arrestin-AP2 inh: inhibitors of human beta-arrestin and AP2 interaction | inhibition, % at 10 µM | 0.31% of 340,000 active | FITC-arrestin peptide / GST-AP2 beads, flow cytometry; AP2 beta2 appendage carries R879A mutation;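 active = inhibition above a set limit, near 3 SD of compounds lacking own fluorescence, cut at about 54% in these data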;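 also: plate controls were DMSO wells for no effect and 5 µM unlabelled arrestin peptide for full effect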
#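 Test system: GST-tagged AP2 beta2-adaptin appendage (R879A) on 4 µm glutathione beads; also added: fluorescein-tagged arrestin peptide at 50 nM final; timing: 12 min plus 1 h, RT; signal: flow cytometry, FL1 (488/535 nm); read-out: percent drop in bead-associated FITC signal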
# SR-BI HDL uptake: mouse SR-BI HDL lipid transfer inhibition; ldlA[mSR-BI] CHO cells, DiI-HDL uptake fluorescence, 3 h; inhibition, % at 12.5 µM; Q61009; AID 488896; 0.96% of 320,000 active;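 active = mean replicate inhibition of at least 70% and a set share of replicates each scoring 70 or more; inconclusive = meets just one of the two criteria; inactive = fails both criteria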;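 also: 0% = median of neutral control wells and 100% = median of positive control wells; values of inactives mirror those of a sister screen read the other way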
# Target sequence (Q61009 whole entry, looked up): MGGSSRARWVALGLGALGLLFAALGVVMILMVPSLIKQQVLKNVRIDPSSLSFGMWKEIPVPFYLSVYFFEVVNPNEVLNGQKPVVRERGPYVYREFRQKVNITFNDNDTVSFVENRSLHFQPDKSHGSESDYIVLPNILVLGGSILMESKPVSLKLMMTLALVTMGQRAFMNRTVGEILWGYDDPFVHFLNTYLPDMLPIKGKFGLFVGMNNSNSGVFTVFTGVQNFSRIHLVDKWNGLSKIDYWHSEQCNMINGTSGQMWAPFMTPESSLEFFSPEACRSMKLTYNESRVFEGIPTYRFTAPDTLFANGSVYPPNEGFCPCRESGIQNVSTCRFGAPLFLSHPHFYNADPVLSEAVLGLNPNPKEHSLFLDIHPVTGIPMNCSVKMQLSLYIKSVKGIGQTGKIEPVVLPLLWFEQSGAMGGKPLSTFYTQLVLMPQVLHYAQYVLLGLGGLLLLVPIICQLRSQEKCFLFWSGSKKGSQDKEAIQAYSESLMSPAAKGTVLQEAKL
# MITF act: increases MITF-driven TRPM1 promoter luciferase signal. SK-MEL-5 TRPM1-promoter luciferase, 24 h; % of positive control, neutral wells = 0. activation, % at 12.5 µM. 0.75% of 300,000 active. AID 588334;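 active = mean activation of at least 80% with every replicate also reaching 80%; inconclusive = mean reaches 80% but some replicate falls short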;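 also: 0% = neutral control wells and 100% = parthenolide positive control wells; values of inactives mirror those of a sister screen read the other way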
# DSG3 Ab inh: human desmoglein-3 autoantibody binding inhibition; P32926; DSG3-coupled beads, scFv-anti-DSG3-GFP binding, flow cytometry; active compounds read low; binding (percent of control), % at 10 µM; 0.48% of 310,000 active; AID 588358;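 active = binding more than 3 SD below its plate's average and above zero; inconclusive = below that plate limit but binding exactly zero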;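 also: hits lower antibody fragment binding to DSG3; some compounds called inactive have numbers as strong as hits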
# PKA-R2B act: activates the human PKA-R2B holoenzyme complex; AID 504700; PKA-R2B holoenzyme dissociation, Cy5-IP20 fluorescence polarization; R2B truncated from residue 108, S112A mutant; 0% DMSO only, 100% 113 µM cGMP; activation, % at 11.4 µM; 0.079% of 340,000 active;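 active = activation above a cutoff set at the mean over all compounds plus 3 SD, cut at about 18% in these data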;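 also: higher means more holoenzyme dissociation and a rise in polarization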
# CDK5 p35 inh: inhibitors of human CDK5/p35 kinase. Q00535+Q15078. 0.01% of 330,000 active. Recombinant CDK5/p35, ADP-Glo luminescence, 60 min. inhibition, % at 10 µM;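 active = highest replicate inhibition of at least 50% and at least 75% of replicates reaching 50%; inconclusive = only one of the two criteria met; inactive = both criteria failed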;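 also: plate controls were DMSO neutral control for no effect and GW8510 at 10 µM for full effect; many of its hits are not listed in these tables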
# NSD2 inh: blocks human histone methyltransferase NSD2 | 0.54% of 310,000 active | inhibition, % at 12.5 µM | NSD2 peptide methylation, AlphaScreen, 120 min | O96028; in the data active = inhibition above about 50%
# dFosB activator: activators of mouse delta FosB homodimer. P13346. purified delta FosB, TAMRA-CDK5 oligo fluorescence polarization; percent of positive-control signal above neutral wells. activation, % at 25 µM. AID 493131. 0.99% of 340,000 active;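 active = mean activation above about 17%, with every replicate also reaching it, limit read from the data, passing the limit was not always enough; inconclusive = only one of the two conditions met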;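 also: fluorescence polarization rise as delta FosB binds a TAMRA Cdk5 AP-1 oligo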
# Target sequence (P13346 whole entry, looked up): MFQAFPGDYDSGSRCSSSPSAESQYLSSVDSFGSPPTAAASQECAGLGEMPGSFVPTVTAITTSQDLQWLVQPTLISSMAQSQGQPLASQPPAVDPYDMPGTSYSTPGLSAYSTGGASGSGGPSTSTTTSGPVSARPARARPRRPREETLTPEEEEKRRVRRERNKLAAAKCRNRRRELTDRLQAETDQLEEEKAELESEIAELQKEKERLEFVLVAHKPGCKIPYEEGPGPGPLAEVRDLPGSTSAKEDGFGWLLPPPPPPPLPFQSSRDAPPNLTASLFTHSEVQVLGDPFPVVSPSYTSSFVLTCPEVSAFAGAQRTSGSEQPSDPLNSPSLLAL
# Mot1-301 SUMO: inhibitors of SUMOylation pathway: yeast Mot1-301 growth rescue. S. cerevisiae Mot1-301 growth rescue, ATP luminescence, 38.5C; percent above DMSO median, 100 means doubled. growth rescue, % at 18.8 µM. 1% of 320,000 active;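 active = every valid replicate shows activation above 250% relative to neutral control wells; inactive = the rest, any valid replicate at or below 250%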;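 also: OY570 slx delta 5 strain wells were the positive control but not used for scaling; some compounds called inactive have numbers as strong as hits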
# PKA-R1A act: PKA-R1A complex activation; P00514+P68181; PKA-R1A dissociation, Cy5-IP20 fluorescence polarization; scaled: DMSO 0%, 113 µM cGMP 100%; activation, % at 11.4 µM; 0.083% of 340,000 active;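 active = percent activation above the mean of all tested compounds plus 3 SD, cut at about 19% in these data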;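 also: higher means more PKAc released from R1A so a rise in polarization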
# SR-BI uptake up: SR-BI HDL lipid transfer activation; CHO ldlA[mSR-BI] cells, DiI-HDL uptake fluorescence, 3 h; 100 = double the neutral-control signal; activation, % at 12.5 µM; 0.096% of 320,000 active;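 active = mean replicate activation of at least 60% and every replicate at or above 60%; inconclusive = mean or all-replicate condition met, but not both; inactive = mean below 60% and not all replicates reaching 60%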;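 also: 0% = median plate neutral-control signal and 100% = twice that signal; values of inactives mirror those of a sister screen read the other way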
#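 Assay system: LDL receptor-deficient CHO ldlA cells overexpressing murine SR-BI / Medium: BSA-supplemented, HEPES-buffered Ham's F12, pH 7.4 / Probe or stimulus: DiI-labelled HDL at 10 µg/mL final / Timing: compound with DiI-HDL co-incubation, 3 h at 37 °C / Technique: bottom-read cell fluorescence after medium removal, ex 550/em 595 nm / Measure: HDL uptake via cellular fluorescence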
# Starred values were filed as active, the others as inactive; ? = inconclusive; . = no result given.
# Fields – Arrestin-AP2 inh	SR-BI HDL uptake	MITF act	DSG3 Ab inh	PKA-R2B act	CDK5 p35 inh	NSD2 inh	dFosB activator	Mot1-301 SUMO	PKA-R1A act	SR-BI uptake up
1) OC1CNc2c(ccc3ccccc23)C1 (configuration not stated)
    -5	1	5	89	1	-0.7	4	6	.	-9	-1
2) Cc1cc(=O)[nH]c(-c2ccccc2OC(F)(F)F)n1
    7	-13	-5	110	4	-0.4	-1	5	19	-1	13
3) COc1cc(C(=O)Nc2cccc(-n3cnnn3)c2)cc(OC)c1OC
    -5	77*	-1	103	1	-3.6	-1	-20	13	-11	-77
4) O=C(NCc1ccncc1)C(=O)N/N=C/c1cccnc1
    22	4	5	101	-4	-0.7	-2	1	3	-3	-4
5) Cc1nn(Cc2ccccc2)c(C)c1C(=O)NCC(c1cccs1)N1CCOCC1 (configuration not stated)
    -6	-3	5	93	7	2.8	24	-7	55	-5	3
6) CCC(=O)Nc1ccc(-c2nc(-c3ccccc3)n(CC(=O)N3CCCCC3)n2)cc1
    1	10	3	102	-16	0.5	-2	1	.	-14	-10
7) O=C(CCCSc1nc(-c2ccco2)cc(C(F)(F)F)n1)NCc1cccs1
    -3	38	.	105	3	-1.3	-1	-12	1	-5	-38
8) Cn1nc(C(F)(F)F)c(C(=O)Nc2ccc(C(F)(F)F)cc2)c1Cl
    -1	12	.	.	-10	0.0	0	-4	.	-7	-12
9) O=C(CNC(=O)c1ccco1)Nc1ccc(F)c(Cl)c1
    -12	14	-6	111	-3	-0.6	-4	9	161	-9	-14
10) COc1ccccc1NC(=O)Nc1ccc(Br)cn1
    -30	47	-8	95	2	-0.7	-3	5	-1	-2	-47
11) CCC(CC)C(=O)Nc1nnc(SCC(=O)N2CCN(c3ccccc3OC)CC2)s1
    2	64	.	101	-1	-0.7	.	-5	0	2	-64
12) CCNc1nc(Oc2ccc(=O)n(C)n2)nc(N2CCOCC2)n1
    -4	-10	2	107	5	0.5	-3	1	-9	-2	10
13) COCCN1C(=O)N[C@@H](c2cccc(F)c2)C(C(C)=O)=C1C
    8	-13	6	104	-9	-1.7	.	-5	2	3	13
14) CCOC(=O)c1ccc(S(=O)(=O)N2CCN(C(=O)C3CSC4(C)CCC(=O)N34)CC2)cc1 (configuration not stated)
    4	9	1	100	-13	-1.0	-2	2	13	1	-9
15) CC(C)Cn1c(N)c(C(=O)COC(=O)C2CC(=O)N(Cc3ccccc3Cl)C2)c(=O)n(C)c1=O (configuration not stated)
    2	43	-1	97	3	-1.0	3	-10	-7	8	-43
16) O=C(c1ccccc1)c1cnc(-c2ccccc2)s1
    10	8	39	101	12	0.3	-2	-6	-12	-10	-8
17) Cc1cc2cc(CNC(=O)c3ccc4c(c3)OCO4)ccc2n1C
    12	-37	4	93	-2	-0.3	-1	-4	-6	3	37
18) O=C(Cc1ccccc1F)NCC(=O)Nc1ccccc1Br
    3	-1	-2	.	-2	-4.0	5	1	12	-4	1
19) Cc1cccc(Nc2nnc(SCC(=O)c3c(N)n(C4CC4)c(=O)[nH]c3=O)s2)c1
    1	-9	9	98	-2	0.5	-2	-4	1	-3	9
20) CCc1nc(N)c(C#N)c(-c2ccc(F)cc2)c1C
    -2	.	7	106	-12	-0.5	-1	5	15	0	.
21) O=C(COC(=O)C1CCN(c2ccc(C(F)(F)F)cn2)CC1)NCc1ccccc1
    22	-26	-1	.	2	2.0	-13	-25	6	7	26
22) Cn1cc(-c2nc3ccccc3[nH]2)c2ccccc21
    -2	22	34	.	-7	-0.8	1	-2	-9	0	-22
23) O=C(NCc1ccc2c(c1)OCO2)c1cccc(N2CCCC2=O)c1
    7	-2	-10	92	-8	1.4	29	-3	-11	-1	2
24) COC(=O)CCC(=O)N(CCN(Cc1ccccc1)C(=O)CCC(=O)OC)Cc1ccccc1
    2	3	11	113	-4	-0.7	0	-9	13	0	-3
25) O=C(Nc1ccc(S(=O)(=O)N2CCCC2)cc1)c1c(F)cccc1F
    3	4	3	.	0	-0.7	1	-1	117	0	-4
26) COc1ccc(-c2noc(C3CCCN(C(=O)c4ccccc4OC)C3)n2)cc1OC (configuration not stated)
    7	12	9	104	-11	0.3	1	0	-19	-1	-12
27) C=CCn1c(SCc2ccc(C(=O)NCCO)cc2)nc2sc(C)c(C)c2c1=O
    -9	36	-2	104	2	2.6	2	-11	.	-9	-36
28) CCN(CCNC(=O)Cn1cc2c(n1)CCCC2)c1ccccc1
    5	-4	-6	113	9	-0.1	.	5	-6	2	4
29) COc1ccc(C2CC3(CC(C)(C)NC(SC)=N3)Oc3cc(O)cc(C)c32)cc1 (configuration not stated)
    .	7	10	107	1	-2.0	3	-4	-4	-4	-7
30) Cc1cc(C)c(C#N)c(N2CCN(S(=O)(=O)Cc3ccccc3)CC2)n1
    4	9	1	109	-12	-2.1	-1	-8	-6	2	-9
31) CCN1C(=O)CC(N2CCC(Cc3ccccc3)CC2)C1=O (configuration not stated)
    18	-16	.	97	8	-1.2	6	3	-4	1	16
32) COc1cccc(CC(=O)NCC2(N3CCCCC3)CCCCC2)c1
    11	-3	6	103	10	1.1	1	-10	2	-1	3
33) COc1ccc(OC)c(-c2nnc3n2N=C(c2ccc(OC)c(OC4CCCC4)c2)CS3)c1
    4	7	-76	95	-3	-3.0	.	10	-8	-4	-7
34) CCOC(=O)C1=NNC(C(=O)c2ccc(C)cc2)C1c1ccc(OC)cc1 (configuration not stated)
    -7	-20	0	105	-6	0.1	21	-4	33	-1	20
35) O=C(Nc1ccc(Cl)cc1)N(Cc1nnc2n1CCCCC2)c1ccccc1
    15	-13	0	101	-10	-1.5	-2	2	47	9	13
36) Cc1cc(C(=O)COC(=O)c2ccccc2O)c(C)n1CC1CCCO1 (configuration not stated)
    6	7	-84	105	-5	5.9	-18	-7	-16	-11	-7
37) COc1cccc(Cn2cnc3c(sc4nc(C)cc(C)c43)c2=O)c1
    -4	.	.	106	1	0.3	.	-26	-9	0	.
38) CC(C)Oc1ccc(C(=O)Nc2ccc(C(F)(F)F)n(C)c2=O)cc1
    3	-9	1	94	2	-0.4	-4	2	17	-6	9
39) COc1cc(OC)cc(C(=O)N2CCN(C(=O)c3cccs3)CC2)c1
    54	.	-5	115	-3	-0.8	.	-1	-1	-5	.
40) COc1ccc(C(=O)NC2CC3CCCC(C2)N3Cc2ccccc2)cc1OC (configuration not stated)
    39	17	0	104	-4	0.1	0	-3	2	2	-17
41) Cc1nn(CC(=O)NC(C)CCc2ccccc2)c(=O)c2nn(-c3ccccc3)c(C)c12 (configuration not stated)
    -1	18	-10	112	-7	-2.6	1	0	12	3	-18
42) O=C(CN1C(=O)NC(Cc2ccccc2)C1=O)NC(=O)NC1CCCCC1 (configuration not stated)
    -8	-11	.	96	-3	1.2	-4	0	-2	-2	11
43) Cc1ccc(S(=O)(=O)Cn2nnnc2C(C(C)C)N2CCc3ccccc3C2)cc1 (configuration not stated)
    -3	3	13	98	-10	-0.9	.	-6	-7	-6	-3
44) O=C1NC(=O)C(CC(=O)N(Cc2cccs2)C2(C(=O)NC3CCCCC3)CCCCC2)N1 (configuration not stated)
    14	-31	6	93	-7	-2.5	-3	-5	-13	-7	31
45) CCOC(=O)C1=C(C)Nc2nc3ccccc3n2C1c1ccncc1 (configuration not stated)
    4	-29	.	99	-12	-0.3	0	-5	18	-7	29
46) COc1cccc(NC(=O)[C@@H](NC(=O)N2CCn3c2nc2ccccc23)C(C)C)c1
    -11	23	-10	103	-9	0.9	0	-18	0	-9	-23
47) O=C(O)c1cc(N/N=C/c2c[nH]c3ccccc23)ccc1Cl
    20	.	7	.	-5	-0.4	6	4	12	-12	.
48) CC(=O)Nc1ccc(C(=O)CN2C(=O)NC3(CCOc4ccccc43)C2=O)c(F)c1 (configuration not stated)
    0	-61	-2	.	-5	0.5	-2	-2	10	10	?
49) COCc1nnc(NC(=O)c2ccc(S(=O)(=O)N3CCCCCC3)cc2)o1
    2	1	-9	99	-2	-0.2	.	0	-1	0	-1
50) Cn1cc(S(=O)(=O)Oc2ccccc2)c(=O)n(C)c1=O
    16	-15	1	116	-4	0.3	-8	0	-16	6	15

# (cont.)
# Fields – Arrestin-AP2 inh	SR-BI HDL uptake	MITF act	DSG3 Ab inh	PKA-R2B act	CDK5 p35 inh	NSD2 inh	dFosB activator	Mot1-301 SUMO	PKA-R1A act	SR-BI uptake up
51) O=C(/C=C/c1ccc(Cl)cc1)NC(=S)Nc1ccc(NC(=O)c2ccco2)cc1
    11	24	-15	89	4	0.8	10	85*	18	8	-24
52) Cc1ccc(Cl)cc1N1CCN(C(c2cccnc2)c2nnnn2C2CCCCC2)CC1 (configuration not stated)
    -6	28	-7	93	2	3.2	11	2	17	5	-28
53) O=C(/C=C/c1ccccc1)N1CCC[C@H]1CO
    4	-17	-9	93	-9	-0.1	.	3	-2	-10	17
54) NC(=O)C1CC(=O)N(c2ccc(OCc3c(F)cccc3Cl)cc2)C1 (configuration not stated)
    1	17	-1	90	-1	0.4	0	-5	-1	0	-17
55) CC(C)C(C(=O)Nc1ccc(N2CCOCC2)cc1)N1C(=O)c2ccccc2C1=O (configuration not stated)
    0	11	6	102	6	4.7	-1	2	-12	-1	-11
56) COc1cccc(/C=C2\SC(=S)N(CCC(=O)NC3C=CS(=O)(=O)C3)C2=O)c1 (configuration not stated)
    5	-5	-5	89	-5	0.5	3	-6	4	-16	5
57) CC(=O)NCCC(=O)Nc1cc(S(=O)(=O)N2CCOCC2)ccc1Oc1ccccc1
    3	-16	9	.	-5	0.7	0	-12	-4	1	16
58) COc1ccc(OC)c(NC(=O)CSc2nnnn2-c2ccc3c(c2)OCO3)c1
    -6	-15	4	108	1	3.6	.	1	-7	-15	15
59) CN(CCC1CCOCC1)Cc1nc(Cc2ccccc2F)no1
    10	.	6	90	-1	-1.8	2	-4	584	-4	.
60) C/C(CC(=O)Nc1ccc(Cl)c(C(F)(F)F)c1)=N\NC(=O)c1cnccn1
    -9	15	10	99	-1	-1.3	2	-6	11	-10	-15
61) Cc1ccc(S(=O)(=O)Nc2ccc(O)c3ccccc23)c(C)c1
    14	-22	-28	106	5	1.1	3	-3	193	2	22
